Bioassay records as filed in PubChem BioAssay.
FLuc inh: firefly luciferase inhibition; P08659; purified firefly luciferase, luminescence, 8 min; Potency, µM (top dose mostly 57.1 µM), for the others: at the highest dose activity change, negative = inhibition, hits mostly inhibitors; hit rate 2.2% among 72,000; note: potency is the fitted concentration of half-maximal effect; % is set by controls: 0 for no effect and ±100 for the full control effect; nearly all actives have a fitted effect of over 40% in size
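Here, luciferase activity is measured as luminescence following an 8 min room-temperature reaction at 10 uM ATP, pH 7.2. Every library sample is titrated.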
Hsp90 Hop PPI: changes Hsp90-Hop TPR2A binding signal, up or down; Potency, µM (titrated, usually from 57 µM), without a hit: top-dose activity change, negative = inhibition; AlphaScreen TPR2A-His6 binding biotin-Hsp90 C-terminal peptide; hit rate 0.44% among 71,000; AID 595; active = well fitted curve in either direction with a large enough effect; inconclusive = small, poorly fitted or top-dose-only effect, or another doubt; note: potency is the fitted concentration of half-maximal effect; % is set by controls: 0 for no effect and ±100 for the full control effect; many of its hits are not listed in these tables
Ub-GFP proteasome: ubiquitin-GFP accumulation via proteasome inhibition. 67,000 tested, under 10 active. Potency, µM (highest dose often 45.9 µM), for the others: at the highest dose activation (GFP accumulation), most hits filed as activators. Ubiquitin-GFP reporter cells, proteasome inhibition, GFP fluorescence; response scale: untreated = 0%, 10 µM MG-132 = 100%; active = well fitted activation curve with a large enough effect, not every such curve was filed as active; inconclusive = small, poorly fitted or top-dose-only effect, or another doubt; inactive = no such curve, though single readings can be large or run the other way; note: potency is the fitted concentration of half-maximal effect
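Proteasome block read as GFP accumulation: ubiquitin(G76V)-GFP U2OS cells exposed to compound (2.9 nM–46 uM) for 4 hr at 37 C. Normalization used untreated cells as 0% and 10 uM MG-132 as 100%; concentration-response curves fitted.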
15-hLO inh: blocks human 15-lipoxygenase activity; purified 15hLO-1, xylenol orange hydroperoxide absorbance; Potency, µM (doses to about 57.1 µM), for inactives: top-dose activity change, negative = inhibition, actives largely listed as inhibitors; hit rate 1.4% among 74,000; note: potency is the fitted concentration of half-maximal effect; % is set by controls: 0 for no effect and ±100 for the full control effect; nearly all actives have a fitted effect of over 55% in size
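Hydroperoxide formed from arachidonic acid (50 uM) by purified human 15hLO-1 (40 nM) oxidizes ferrous iron, and the ferric-xylenol orange complex is read at 573 versus 405 nm. Compounds were preincubated 15 min; reaction ran 6 min at room temperature.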
Tau filament bind: tau filament binding. P10636. recombinant tau filaments, thioflavin S fluorescence, 15 h; filaments grown with octadecylsulfate alongside compound. Potency, µM (top dose mostly 57.1 µM), for inactives: at the top dose activity change, negative = inhibition. hit rate 2% among 71,000;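 note: potency is the fitted concentration of half-maximal effect; % is set by controls: 0 for no effect and ±100 for the full control effect; actives lower thioflavin S fluorescence by blocking filaments or displacing dye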
Target sequence (P10636 whole entry, looked up): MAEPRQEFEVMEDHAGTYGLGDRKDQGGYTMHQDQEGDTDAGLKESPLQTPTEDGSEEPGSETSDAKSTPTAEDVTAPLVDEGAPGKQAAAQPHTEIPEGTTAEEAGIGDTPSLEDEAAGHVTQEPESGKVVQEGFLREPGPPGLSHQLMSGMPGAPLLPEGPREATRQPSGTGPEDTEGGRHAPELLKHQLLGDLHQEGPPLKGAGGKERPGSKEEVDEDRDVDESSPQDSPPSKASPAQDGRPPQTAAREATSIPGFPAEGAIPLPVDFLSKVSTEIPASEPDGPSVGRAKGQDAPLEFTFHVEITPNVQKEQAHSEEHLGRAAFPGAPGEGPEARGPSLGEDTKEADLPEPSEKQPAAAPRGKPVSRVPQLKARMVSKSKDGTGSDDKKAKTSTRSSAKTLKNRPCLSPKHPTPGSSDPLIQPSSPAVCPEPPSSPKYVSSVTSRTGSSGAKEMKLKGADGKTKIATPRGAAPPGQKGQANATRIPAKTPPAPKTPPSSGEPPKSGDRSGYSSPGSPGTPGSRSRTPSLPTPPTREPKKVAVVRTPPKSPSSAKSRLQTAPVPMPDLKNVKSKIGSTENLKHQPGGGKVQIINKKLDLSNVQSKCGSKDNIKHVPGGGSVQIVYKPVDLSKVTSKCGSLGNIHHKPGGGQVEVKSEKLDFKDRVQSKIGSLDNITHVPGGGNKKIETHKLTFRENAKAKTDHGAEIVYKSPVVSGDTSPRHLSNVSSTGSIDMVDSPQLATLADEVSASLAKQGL
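Read-out: ThS fluorescence, 450 nm excitation/510 nm emission; lower signal marks blocked filament formation or displaced dye. Tau at 1 uM with 30 uM ODS, 10 uM ThS, 5 mM DTT, 100 mM NaCl, 10 mM HEPES pH 7.4; 15 h, 37 C.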
ERK AVP block: blocks ERK signaling stimulated by vasopressin. HEK293-V1b, vasopressin-stimulated pERK AlphaScreen. Potency, µM (top dose mostly 57.5 µM), without a hit: at the top dose activity, negative = inhibition, usual class: inhibitors. hit rate 0.99% among 72,000. AID 995; note: potency is the fitted concentration of half-maximal effect; % is set by controls: 0 for no effect and ±100 for the full control effect; nearly all actives have a fitted effect of over 55% in size
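V1b-HEK293 cells; cpd 30 min 37C; 25 nM vasopressin 5 min; lyse 10 min; AlphaScreen beads 5 hr RT. Normalized to DMSO basal and 25 nM vasopressin; AC50 by Hill fit.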
HADH2 inhib: inhibitors of human HADH2 dehydrogenase | recombinant HADH2, NADH fluorescence, beta-hydroxybutyryl-CoA | AID 886 | hit rate 3.4% among 73,000 | Potency, µM (series often up to 57.1 µM), for the others: top-dose activity change, negative = inhibition, hits mostly inhibitors | Q99714; note: potency is the fitted concentration of half-maximal effect; % is set by controls: 0 for no effect and ±100 for the full control effect; nearly all actives have a fitted effect of over 60% in size; many of its hits are not listed in these tables
Target sequence (Q99714 whole entry, looked up, one chain of several): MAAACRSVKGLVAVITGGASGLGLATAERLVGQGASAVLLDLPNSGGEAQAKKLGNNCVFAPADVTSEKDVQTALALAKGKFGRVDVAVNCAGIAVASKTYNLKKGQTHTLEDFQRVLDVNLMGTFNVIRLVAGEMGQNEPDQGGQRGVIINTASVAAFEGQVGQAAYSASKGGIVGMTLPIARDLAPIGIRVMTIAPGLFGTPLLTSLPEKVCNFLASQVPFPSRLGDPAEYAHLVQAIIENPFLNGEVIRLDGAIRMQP
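E. coli-expressed His-tagged HADH2 tested at 20 nM in alkaline Tris buffer (pH 9.0); oxidation of 90 uM beta-hydroxybutyryl-CoA with 1 mM NAD+ tracked fluorimetrically for 4 min.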
CRE Fsk mod: alters forskolin-stimulated CRE reporter signaling in CHO cells. Potency, µM (titrated, usually from 38.2 µM), for the others: top-dose activity change, negative = inhibition, most hits filed as activators. hit rate 2.5% among 71,000. CHO CRE-bla reporter (cAMP response element driving beta-lactamase), forskolin EC10, beta-lactamase ratio; active = well fitted activation curve with a large enough effect in the signal ratio, with a control signal flat, not every such curve was filed as active; inconclusive = small, poorly fitted or top-dose-only effect, or effect the other way, or a change in a side signal; the % refers to the signal ratio; note: potency is the fitted concentration of half-maximal effect; % of control where 0% means no effect
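Modulation of forskolin-driven signalling is measured in CHO cells carrying a CRE-controlled beta-lactamase reporter. Cells are stimulated with EC10 NKH 477 in the presence of titrated compound for 3 h at 37 °C, then loaded with CCF4 for 2 h at room temperature.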
Epigenetic mod: epigenetic modulators derepressing GFP locus in mouse cells; hit rate 0.09% among 68,000; mouse C127i GFP locus derepression, cytometry, 30 h; AID 597; Potency, µM (highest dose often 46.1 µM), for inactives: at the highest dose GFP derepression (activation); note: % of control where 0% means no effect
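Locus derepression in mouse mammary C127i cells whose integrated CMV-GFP reporter is normally silent; GFP expression after 30 h compound treatment was quantified by counting fluorescent cells.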
HBB splicing: hemoglobin beta splicing modulation; HBB splicing reporter cell assay, activation; EGFP reporter with mutant IVS2-654 intron; response scale: normalised to 500 nM splice-correcting PNA; Potency, µM (series often up to 46.1 µM), for inactives: top-dose activation, actives largely listed as activators; hit rate 0.06% among 65,000; note: potency is the fitted concentration of half-maximal effect; 0% is about no effect
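HeLa cells stably expressing EGFP interrupted by mutant beta-globin intron 2 (IVS2-654), 500/well in 2% FCS. Treated with compound for 2 days at 37C. Splicing correction scored as total well GFP intensity (488 nm excitation, 500-520 nm emission); 500 nM antisense PNA served as control.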
DNA Pol III inh: DNA polymerase III holoenzyme inhibition | reconstituted DNA polymerase III holoenzyme replication, biochemical | Potency, µM (top dose mostly 57.1 µM), inactives show at the highest dose activity change, negative = inhibition | hit rate 0.25% among 71,000 | AID 603; note: potency is the fitted concentration of half-maximal effect; % is set by controls: 0 for no effect and ±100 for the full control effect
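Reconstituted *E. coli* holoenzyme (0.35 nM Pol III, 1 nM beta, 154 nM SSB, 2 nM primase) was preincubated with compound for 15 min at RT. Synthesis on 1.4 nM ssM13Gori ran 35 min, then was stopped with PicoGreen/EDTA and read as dsDNA fluorescence.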
* = called active by the depositor; i = inactive; ? = inconclusive; / = no result given; [ ] = remark or other dose. Unless noted, calls come from the whole dose curve; as a rule, active = well fitted curve in the direction sought with a large enough effect; inconclusive = small, poorly fitted or top-dose-only effect, or another doubt; inactive = no such curve, though single readings can be large; an effect the other way counts as inactive or inconclusive.

SMILES | FLuc inh | Hsp90 Hop PPI | Ub-GFP proteasome | 15-hLO inh | Tau filament bind | ERK AVP block | HADH2 inhib | CRE Fsk mod | Epigenetic mod | HBB splicing | DNA Pol III inh
O=C(NC1CCN(Cc2ccccc2)CC1)C1CCN(S(=O)(=O)c2cccc3cccnc23)CC1 | -9% | -3% | 9% | 12% | 12% | ? | 1% | -5% | -3% | -1.0% | -6%
O=C(NCCCNC(=O)c1ccccn1)c1ccccn1 | 0% | -4% | 3% | 9% | -2% | -1% | -9% | 8% | -4% | -5.2% | 4%
CC(=O)C1=C(C)NC(=O)NC1c1ccc(OC2CCCC2)cc1 (centres undefined) | 5% | -4% | 0% | 4% | -1% | -10% | 5% | 4% | 3% | -1.8% | -1%
CC(C)c1ccc(CNc2ccc(N3CCOCC3)cc2)cc1 | -2% | ? | -2% | 7.9µM* | 25µM* | ? | -1% | 6% | -1% | / | -5%
CCOC(=O)Cc1csc(NC(=O)c2ccc(C)o2)n1 | -4% | -4% | -7% | -10% | 1% | -22% | -12% | 2% | 0% | -1.2% | -3%
CN1CCc2c(cc(O)c(O)c2Cl)[C@H](c2cccc(Cl)c2)C1 | 2% | 13µM* | -2% | 16µM* | -8% | 7% | 1µM* | -3% | -1% | 0.8% | -3%
COc1ccc2[nH]c3c(=O)n(CCCCC(=O)N4CCCC4)c(=S)[nH]c3c2c1 | 0% | -14% | -9% | ? | i | 14% | ? | 3% | -1% | -1.0% | -19%
COc1ccc(-c2nc(C(N)=O)c3[nH]c(=O)n(-c4cccc(Cl)c4)c3n2)cc1OC | -2% | -6% | 8% | -5% | i | ? | 12% | ? | 0% | 0.7% | -8%
COc1cccc(-c2nc(CSCC(=O)N3CCc4ccccc43)c(C)o2)c1 | 3% | -1% | -6% | -18% | 7% | 0% | 8% | ? | -1% | -2.4% | -2%
CCC(C)NC(=O)C1CCN(c2nc(C)cc(C)n2)CC1 (centres undefined) | 0% | -2% | -4% | 3% | 4% | 4% | -6% | -1% | -1% | 0.0% | 0%
Cc1cc(C)n2nc(SCC(=O)N(C)c3ccccc3)nc2n1 | -2% | 2% | -1% | 5% | 3% | -5% | -9% | 27% | -2% | 0.0%[57.5 µM] | 0%
CC1=C(C(=O)OC(C)C)C(c2cccs2)N2C(=O)C(C)SC2=N1 (centres undefined) | 0% | -3% | 7% | -13% | 2% | 2% | -4% | 15% | 0% | 0.4%[1.84 µM] | -1%
O=C(CN1CCN(Cc2ccccc2)CC1)N1CCCc2c1c(=O)oc1ccc(O)cc21 | 2% | -2% | 22% | -18% | 38% | 26% | -9% | -13% | 2% | -0.3% | -1%
O=C(NCCN1CCOCC1)c1cc(-c2ccc(Br)cc2)on1 | 3% | 4% | 3% | 5% | -1% | ? | 0% | ? | 0% | 0.1% | 0%
Cc1cc(NS(=O)(=O)c2ccc(NC(=O)C(C)Oc3ccc4c(C)cc(=O)oc4c3)cc2)no1 (centres undefined) | 1% | -2% | -3% | -6% | 1% | -27% | ? | -5% | -2% | 0.2% | -10%
O=C(c1cnccn1)N1CCC[C@@]2(CCN(c3ccncc3)C2)C1 | 1%[11.4 µM] | -4% | 3% | 41% | -8% | -16% | -8% | -7% | 0%[9.22 µM] | 4.6% | -4%
COC(=O)C1=C(C)NC2=C(C(=O)CCC2)C1c1ccsc1 (centres undefined) | 1% | -2% | 4% | 0% | 1% | -8% | -28% | 7% | 0% | -1.2% | 2%
C/C(=C\c1ccco1)C1Nc2cccc3cccc(c23)N1 | -10% | -6% | 1% | ? | 16µM* | 8% | ? | -14% | 2% | -0.1%[57.5 µM] | 3.2µM*
O=C(c1ccco1)N(c1ccccn1)c1ccccn1 | 1% | -2% | 2% | 0% | -2% | -2% | -6% | 4% | 2% | 2.8% | -1%
COC(=O)Cn1cnc2sc(C)c(S(=O)(=O)N3CCC(C)CC3)c2c1=O | 1% | -5% | 7% | 6% | -8% | 14% | 12% | ? | -3% | 0.2% | -4%
COc1ccccc1N1CCN(C(c2cccs2)c2nnnn2C2CCCC2)CC1 (centres undefined) | 2% | 0% | 0% | -5% | -7% | -16% | 12% | 1% | -1% | / | -7%
O=C(c1cccc(F)c1)N1CCC2(CC1)CN(c1ccccc1)C2 | 0%[11.4 µM] | -4% | 4% | -13% | 0% | -20% | 9% | -13% | 0%[9.22 µM] | 1.7% | -1%
COc1ccc(OC)c(NC(=O)C2CCN(S(C)(=O)=O)CC2)c1 | 0% | -8% | -1% | -11% | -17% | -7% | 1% | -6% | 0% | -1.2% | -2%
CC1=C(C(=O)NCc2ccccn2)C2(CCC(C)CC2)OC1=O (centres undefined) | -1% | -1% | 9% | 9% | -4% | -8% | -2% | -2% | 0% | 0.7% | 2%
Cc1ccc(S(=O)c2ccc(C)cc2)cc1 | 0% | 0% | -10% | -1% | 4% | -4% | -7% | -6% | 0% | -0.4%[9.22 µM] | -7%
CC(NS(C)(=O)=O)C(c1cccs1)N1CCN(c2ccccc2F)CC1 (centres undefined) | 2% | -2% | 4% | 0% | -9% | 1% | -3% | 0% | -3% | -1.7% | -7%
CC1CCCCC1NC(=O)Cn1nc(-c2ccccc2)ccc1=O (centres undefined) | 5% | -5% | 8% | 5% | -2% | 0% | -6% | -3% | 2% | -0.6% | -8%
O=C(c1nc2ncccn2n1)N1CCN(c2ccccc2)CC1 | 2% | -4% | 8% | 2% | 2% | -9% | -2% | 7% | 3% | -0.8% | -2%
Fc1ccc(-c2cc(C(F)(F)F)nc(NCC3CCCO3)n2)cc1 (centres undefined) | -3% | ? | 3% | -15% | 3% | 3% | 10% | 26% | 0% | 0.7% | 3%
CCOC(=O)c1cnc(-n2nc(C)cc2C)nc1Nc1ccc2c(c1)OCO2 | 0% | -3% | -3% | 85%[activator] | 6% | 0% | 9% | -2% | 2% | 1.7%[57.5 µM] | -4%
Cn1c2ccc(CC(=O)O)cc2c2cc(CC(=O)O)ccc21 | 3% | -2% | 22% | 5% | -21% | -4% | -28% | -5% | 0% | -0.1% | -5%
O=C1CC(c2ccc(S(=O)(=O)NC3CC3)cc2)CN1 (centres undefined) | 2% | -4%[2.3 µM] | -11% | -6% | 4% | 5% | 1% | 6% | / | -0.1% | -5%
Cc1ccnc(NS(=O)(=O)c2ccc(N=CC3=C(O)CC(C)(C)CC3=O)cc2)n1 | 0% | -3% | 6% | -1% | 34% | 17% | -7% | -6% | -1% | -0.1%[57.5 µM] | 4%
COc1ccc(C)cc1NC(=O)c1nnn(Cc2cc(C)ccc2C)c1N | 0% | -9%[2.3 µM] | -6% | -1% | 249% | -6% | 58%[activator] | ? | / | -0.6% | 2%
Cn1c(-c2ccc(C(=O)c3ccccc3)s2)nc2ccccc21 | 2.5µM* | -6% | -1% | 1% | 19% | 7% | 0% | 2µM* | 2% | -1.1% | -2%
CN(C)C(=O)CSc1nnc([C@H](Cc2c[nH]c3ccccc23)NC(=O)OC(C)(C)C)o1 | 3% | -3% | -4% | -7% | 10% | -4% | 8% | -2% | -1% | -4.5%[57.5 µM] | -4%
COc1cccc(C2/C(=C(/O)c3ccncc3)C(=O)C(=O)N2CCCN2CCOCC2)c1OC (centres undefined) | 1% | 0% | 4% | 8% | -4% | -24% | -6% | -5% | 5% | -2.2%[57.5 µM] | 0%
CCOC(=O)N1CCC(NC(=O)CSc2cc(=O)n(CC)c3ccccc23)CC1 | 0% | 4% | / | 0% | -1% | -8% | -4% | ? | 0% | -1.5%[0.369 µM] | -3%

Part of the list above, limited to Ub-GFP proteasome.
SMILES	Ub-GFP proteasome
COc1cccc(-c2nc(CSCC(=O)N3CCc4ccccc43)c(C)o2)c1	-6%
CCC(C)NC(=O)C1CCN(c2nc(C)cc(C)n2)CC1 (centres undefined)	-4%

Only part of the results is shown; the hit share may differ from the screen's.
